# CHRM1 agonist = activates human CHRM1 receptor; P11229; CHO-K1 hM1, Fluo-8 calcium fluorescence, agonist mode; 0% DMSO, 100% acetylcholine EC100; activation, % at 3 µM; actives 0.33% (n = 360,000); AID 588814;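 active = activation above the run's mean compound activation plus 3 SD, cut at about 16% in these data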;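 also: peak over basal fluorescence ratio within a 140 s kinetic read after compound addition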
# Target sequence (P11229 whole entry, looked up): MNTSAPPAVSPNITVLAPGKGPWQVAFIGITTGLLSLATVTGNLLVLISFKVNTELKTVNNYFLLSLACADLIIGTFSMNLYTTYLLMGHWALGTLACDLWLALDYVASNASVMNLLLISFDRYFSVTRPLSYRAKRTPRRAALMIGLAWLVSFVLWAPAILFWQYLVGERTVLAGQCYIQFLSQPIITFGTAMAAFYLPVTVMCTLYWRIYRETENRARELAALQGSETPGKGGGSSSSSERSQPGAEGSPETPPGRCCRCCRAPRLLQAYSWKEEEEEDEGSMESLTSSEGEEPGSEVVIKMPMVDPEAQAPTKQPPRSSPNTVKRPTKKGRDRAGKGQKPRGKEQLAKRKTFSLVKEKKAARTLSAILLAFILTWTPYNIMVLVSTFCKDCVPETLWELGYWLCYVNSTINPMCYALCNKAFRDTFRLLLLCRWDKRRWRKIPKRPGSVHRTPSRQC
# TAAR1 antag = human TAAR1 antagonism. Q96RJ0. CHO RD-HGA16 TAAR1, Fluo-8 calcium fluorescence, antagonist. AID 624466. inhibition, % at 3 µM. actives 1.5% (n = 360,000);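 active = inhibition above a per-plate cutoff, the mean inhibition of test compounds on that plate plus 3 SD, cut at about 49% in these data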;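 also: 0% = DMSO plus EC80 beta-PEA response and 100% = DMSO alone without agonist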
# Target sequence (Q96RJ0 whole entry, looked up): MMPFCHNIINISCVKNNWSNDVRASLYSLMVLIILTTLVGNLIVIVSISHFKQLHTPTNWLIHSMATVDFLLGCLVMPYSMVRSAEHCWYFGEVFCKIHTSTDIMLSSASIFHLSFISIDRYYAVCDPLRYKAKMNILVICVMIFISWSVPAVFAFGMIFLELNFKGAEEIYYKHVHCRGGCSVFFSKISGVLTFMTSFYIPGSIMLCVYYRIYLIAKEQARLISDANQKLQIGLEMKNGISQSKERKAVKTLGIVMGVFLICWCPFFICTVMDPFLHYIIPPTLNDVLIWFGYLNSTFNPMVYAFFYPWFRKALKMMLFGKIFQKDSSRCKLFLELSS
#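 Assay system: CHO-derived RD-HGA16 cells stably expressing human TAAR1 plus Gα16. Timing: 140 s kinetic read after compound, 140 s after agonist. Technique: kinetic Fluo-8 calcium fluorescence measurement. Measure: % inhibition of agonist calcium response.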
# CHO parental Ca = counter-screen for OX1R antagonists: effect in parental CHO cells; parental CHO-K1, ATP-induced calcium, Fluo-8 fluorescence; inhibition, % at 5.6 µM; actives 0.63% (n = 330,000); AID 463079;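 active = inhibition above that plate's mean sample inhibition plus 3 SD, cut at about 26% in these data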;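 also: 0% = ATP-challenged DMSO wells and 100% = DMSO wells without ATP; some compounds past the cut are filed as inactive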
#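 Measured by: calcium-sensitive Fluo-8 fluorescence / Test system: CHO parental line / Controls: ATP-challenged DMSO wells low, unchallenged DMSO wells high / Measure: % inhibition / Compound: single nominal dose of 5.6 µM per compound / Replicates: single well per compound, no replicates / Reagent: ATP as calcium-mobilizing challenge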
# M1 ag parental = M1 agonist counterscreen hit in parental CHO-K1 cells; AID 602248; activation, % at 3 µM; Fluo-8 calcium fluorescence; scaled to maximal ATP response, vehicle zero; actives 0.48% (n = 360,000); in the data active = activation above about 15%;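 also: untransfected CHO-K1 host cells lacking M1 receptor as counterscreen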
# CHRM1 antagonist = blocks human M1 muscarinic receptor; P11229; CHO-K1 hM1, Fluo-8 calcium fluorescence, ACh EC80 antagonist; inhibition, % at 3 µM; actives 1.3% (n = 360,000);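 active = percent inhibition above its own plate's cutoff, namely the mean of that plate's compound wells plus 3 SD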;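 also: peak over basal fluorescence ratio during 140 s after agonist addition; 0% = ACh EC80 plus DMSO and 100% = DMSO alone without agonist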
# TAAR1 agonist = agonists of human TAAR1. actives 0.99% (n = 360,000). activation, % at 3 µM. CHO RD-HGA16 TAAR1, Fluo-8 calcium fluorescence; vehicle wells 0%, saturating PEA agonist 100%;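 active = activation above the mean activation of all test compounds in the run plus 3 SD, cut at about 38% in these data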
#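 Benchmarks: low control DMSO, high control PEA (EC100); System: CHO RD-HGA16 cells carrying human TAAR1 plus Gα16; Detection: Fluo-8 fluorescence, 5 s baseline then 140 s kinetic read; Schedule: 17-24 h plating, Fluo-8 75 min 37 °C, 30 min RT; Read-out basis: % activation from peak over basal fluorescence ratio, DMSO-to-PEA scaled.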
# CHO-K1 Ca PAM = counter-screen for M1 PAMs: effect in parental CHO-K1 cells; ATP EC20, Fluo-8 calcium fluorescence; 0% at ATP EC20, 100% at ATP max; activation, % at 3 µM; actives 0.02% (n = 360,000);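 active = activation above the run cutoff, the mean activation of all test compounds plus 3 SD, cut at about 40% in these data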;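 also: peak over basal fluorescence ratio in a 140 s read after ATP addition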
# CHO-K1 Ca antag = counter-screen for M1 antagonists: effect in parental CHO-K1 cells | ATP-induced calcium, Fluo-8 fluorescence | actives 0.6% (n = 360,000) | inhibition, % at 3 µM;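 active = inhibition above a per-plate cutoff, the plate's mean sample inhibition plus 3 SD, cut at about 24% in these data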;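 also: 0% = DMSO plus EC80 ATP and 100% = DMSO alone without ATP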
# M1 PAM = positive allosteric modulators of human M1 muscarinic receptor | P11229 | CHO-K1 hM1, Fluo-8 calcium fluorescence, ACh EC20; 0% = ACh EC20, 100% = maximal ACh | activation, % at 3 µM | actives 0.088% (n = 360,000) | AID 588819; in the data active = activation above about 19%, passing the limit was not always enough
# Starred values were filed as active, the others as inactive; nt = not tested or not shown.
SMILES,CHRM1 agonist,TAAR1 antag,CHO parental Ca,M1 ag parental,CHRM1 antagonist,TAAR1 agonist,CHO-K1 Ca PAM,CHO-K1 Ca antag,M1 PAM
CCN(CCCNC(=O)Cn1ncc2c(=O)oc3ccccc3c21)c1cccc(C)c1,-2.6,46.0,7.8,7.5,22.2,5.9,5.4,1.9,-23.8
C[C@H](O)[C@@H]1C(=O)N2CCc3ccc(-c4cccc(F)c4)cc3[C@@H]2C[C@@H]1N(C)S(=O)(=O)c1ccccc1,-1.9,25.0,nt,1.8,0.7,0.3,12.9,-7.2,1.0
Nn1c(SCc2cccc(F)c2)nnc1-c1cccnc1,-1.8,-10.4,-10.3,4.6,1.0,10.0,7.4,-2.3,2.0
CCCC1C(C#N)=C(N)Oc2n[nH]c(C(C)(C)C)c21 (stereo not given),-4.4,11.9,-19.7,-0.1,-6.8,18.1,9.8,-9.0,2.4
Cc1ccc(C)c(OC(=O)CN2C(=O)c3ccccc3C2=O)c1,-2.6,7.4,-10.3,0.7,-15.1,-0.7,17.4,-7.3,7.3
CCn1cc(C(=O)O)c(=O)c2cc(F)c(N3CCN(C(=S)NC(=O)c4cccc(C)c4)CC3)cc21,-2.6,-4.0,5.8,0.2,-2.6,2.0,-4.2,-4.9,1.0
Cn1/c(=N/NC(=O)c2cccc(OC(F)F)c2)sc2ccccc21,-1.5,-15.1,-8.5,0.2,-13.5,2.7,19.3,-6.5,7.1
CCN(CC)CCCN=C1N[C@@H](c2cccc(C(F)(F)F)c2)C(C(=O)OC)=C(C)N1CC,-9.2,-8.5,-4.7,0.3,9.1,15.4,14.5,-21.1,-3.5
CC(=O)Nc1ccc(C(=O)Nc2nnc(CCc3ccccc3)s2)cc1,-1.0,-8.5,-3.8,2.6,-8.4,8.4,17.0,-10.1,2.1
CCC(=O)NCCCNc1nc2c(C)cccc2cc1C#N,-7.5,-7.7,-11.7,0.7,2.1,12.0,6.7,0.0,-1.6
COc1ccccc1C(=O)NC(=O)CSc1nncn1C(C)C,1.1,7.3,-3.7,1.4,-12.2,0.2,19.5,-8.9,12.1
c1cncc(-c2noc(CC3CCCCC3)n2)c1,-2.8,-0.9,1.9,-0.4,0.9,11.8,8.6,1.5,5.2
CCN1C(=O)C2(Nc3ccccc3-c3nc4ccccc4n32)c2cc(OC)ccc21 (stereo not given),3.3,14.0,-8.3,0.5,-8.5,6.5,13.3,-3.9,14.2
COc1ccc(C(=O)C2CCCN(C(=O)C3CCOCC3)C2)cc1OC (stereo not given),-2.8,-31.3,3.7,-0.6,2.4,1.7,0.7,13.7,-1.4
O=C(CNC(=O)C1COc2ccccc2O1)N/N=C\c1ccccc1Cl (stereo not given),-2.4,-37.0,-15.1,3.0,-5.4,0.4,6.0,-7.4,-0.6
O=C(CCN1C(=O)C2CC=CCC2C1=O)Nc1ccccc1Cl (stereo not given),-1.9,12.0,-1.0,0.3,-9.3,0.6,-2.8,-3.7,11.4
CN(C)C(=O)COC(=O)c1cccnc1Nc1ccccc1F,-9.9,-8.2,-2.9,2.4,-11.3,1.1,26.5,-7.3,13.2
CCCNC(=O)Cn1cnc2sc(C(=O)N3CCN(Cc4ccc5c(c4)OCO5)CC3)c(C)c2c1=O,-2.9,2.9,5.5,1.0,6.4,1.1,12.4,-2.3,0.9
CCN1CCN(C(=S)NC(CC(=O)c2ccccc2)c2ccccc2)CC1 (stereo not given),-2.4,-33.0,-12.1,0.8,-3.2,10.7,6.8,-1.0,1.8
C=CCNC(=O)c1cc(Cl)cc(Cl)c1,-5.9,10.3,0.7,-0.7,-2.6,3.2,-6.6,2.0,-3.5
COc1ccccc1NC(=S)N1CCCc2ccccc21,-6.0,-21.7,7.7,3.5,0.2,1.9,3.8,-8.6,1.6
Cc1cc(C)c(C(=O)N2CCCC(Nc3ccc(F)cc3)C2)o1 (stereo not given),-2.5,-25.5,-24.9,1.3,-1.2,-0.9,-11.8,-8.3,3.2
COc1ccccc1NC(=O)CSc1nnc(CC(=O)Nc2cccc(C(F)(F)F)c2)n1C,-5.2,1.9,-18.5,0.3,-8.9,5.7,5.8,-1.9,8.0
CCOC(=O)c1c(C)[nH]c(C(=O)CSc2nnc(CC(C)c3ccccc3)o2)c1C (stereo not given),-1.6,5.6,-14.2,-0.3,-7.0,4.6,0.8,-0.3,1.0
COc1ccc(NC(=S)Nc2ccc(OCc3ccccc3)cc2)cc1OC,-5.0,2.7,-22.9,0.6,-4.1,3.5,15.0,-6.2,3.2
COc1ccc2c(CC(=O)NNC(=O)c3ccccc3F)coc2c1,8.4,-20.7,-14.5,-0.3,-15.1,7.1,-19.1,-6.5,23.4
Cn1c(SCC(=O)N2CCN(c3ccccc3)CC2)nnc1-c1cc2ccccc2o1,9.9,11.4,-17.8,-0.1,4.3,7.0,-6.8,-1.1,1.8
CCOC(=O)c1c(C)[nH]c(C(=O)COC(=O)[C@H](C)NC(=O)c2ccccc2Cl)c1C,-4.8,-7.7,-23.0,4.7,-0.6,2.6,20.3,-12.2,0.7
CS(=O)(=O)N(CC(=O)N1CCCCC1)Cc1ccccc1,-7.7,-17.3,-7.9,0.8,-13.3,1.7,14.3,-9.4,5.8
COC(=O)c1ccc(NC(=O)CC2C(=O)N(c3ccc(C)cc3)C(=O)N2CC(C)C)cc1 (stereo not given),-2.0,4.8,-30.8,3.6,3.6,16.8,0.9,-41.0,-5.4

# Whole records from above. Order of values: CHRM1 agonist	TAAR1 antag	CHO parental Ca	M1 ag parental	CHRM1 antagonist	TAAR1 agonist	CHO-K1 Ca PAM	CHO-K1 Ca antag	M1 PAM
# Shown for `COC(=O)c1ccc(NC(=O)CC2C(=O)N(c3ccc(C)cc3)C(=O)N2CC(C)C)cc1` (stereo not given) = -2.0	4.8	-30.8	3.6	3.6	16.8	0.9	-41.0	-5.4
# Shown for `C=CCNC(=O)c1cc(Cl)cc(Cl)c1` = -5.9	10.3	0.7	-0.7	-2.6	3.2	-6.6	2.0	-3.5
# Shown for `O=C(CCN1C(=O)C2CC=CCC2C1=O)Nc1ccccc1Cl` (stereo not given) = -1.9	12.0	-1.0	0.3	-9.3	0.6	-2.8	-3.7	11.4

# Going on with the list.
SMILES,CHRM1 agonist,TAAR1 antag,CHO parental Ca,M1 ag parental,CHRM1 antagonist,TAAR1 agonist,CHO-K1 Ca PAM,CHO-K1 Ca antag,M1 PAM
CCCCCCOC(=O)c1ccccc1NC(=O)/C=C/C(=O)O,-4.3,-24.0,-15.3,0.1,-2.2,-0.6,3.6,-16.9,3.0
Cn1c(CNc2ccc(Cl)cc2)nnc1SCc1ccccc1,-3.0,-10.5,-9.8,-0.6,5.2,7.6,21.9,-4.5,6.3
COc1ccccc1N(C(=O)c1ccco1)C(C(=O)NC1CCCC1)c1cccnc1 (stereo not given),-2.9,-7.2,-10.3,2.7,-3.6,1.2,16.2,-8.8,2.5
COc1ccc(NC(=O)COC(=O)CCc2ccc(S(=O)(=O)N3CCOCC3)cc2)cc1OC,-0.6,13.2,-6.0,0.8,11.6,0.6,-12.2,2.2,-6.2
COc1ccc(S(=O)(=O)NCC2CCCN(Cc3ccc(O)cc3)C2)cc1 (stereo not given),-5.9,-22.4,-12.6,0.6,3.4,1.5,1.9,-7.6,-0.8
CCCCN(C)C(=O)c1sc(=O)n(Cc2cc(Cl)ccc2OC)c1C,-4.2,-2.1,nt,0.2,-5.1,2.2,6.3,13.1,1.9
Cc1cc(C)c(S(=O)(=O)Nc2nnc(CC(C)C)s2)c(C)c1,-4.7,-43.3,5.0,-0.2,-13.7,-3.3,10.3,-3.2,9.1
CCC(=O)N1CCc2cc(S(=O)(=O)CCC(=O)N3CCN(c4ccc(Cl)cc4)CC3)ccc21,0.3,-1.3,-11.6,9.8,19.7,2.2,-7.3,14.4,-11.6
Cc1ccc(NS(=O)(=O)c2ccc(-c3coc(C)n3)cc2)c(Cl)c1,1.3,15.6,nt,4.9,3.9,1.2,-4.5,-2.2,-8.2
Cc1cc(F)ccc1S(=O)(=O)Nc1ccccc1C(=O)Nc1ccc2[nH]c(=O)[nH]c2c1,-3.1,5.7,-10.4,0.5,-6.8,-1.1,13.2,-0.7,7.5
Nc1ccc2c(c1)OC1(CCCC1)O2,-5.8,-5.3,-11.5,0.8,9.7,0.3,4.5,-11.0,-1.7
CC1Cc2ccccc2N1C(=O)/C=C/c1cccc(F)c1 (stereo not given),-5.8,-1.3,-33.7,0.7,3.6,-1.6,22.6,-16.1,0.4
O=C(Nc1ccc(OC(F)(F)F)cc1)c1ccc2ccccc2n1,-4.6,-14.1,-2.4,0.2,-2.2,1.7,1.3,8.0,1.8
O=C(NCc1ccco1)C(c1cccs1)N(C(=O)Cc1cccs1)c1ccccc1 (stereo not given),-0.2,45.6,-5.5,3.6,0.0,8.9,16.4,-6.6,3.5
CN(c1ccccc1)S(=O)(=O)c1ccc(C(=O)NCc2ccco2)cc1,-3.8,7.1,nt,1.4,6.2,1.9,5.7,-4.7,-1.4
O=C(N/N=C/C(Br)=C\c1ccccc1)c1n[nH]c2c1CCC2,0.6,8.0,7.6,1.6,-0.5,9.4,1.1,-16.1,-3.4
Cc1cc(C)cc(OCC(=O)Nc2ccc(N3CCCC3)cc2)c1,-12.1,nt,4.6,-0.5,56.5*,nt,0.2,-10.2,-35.7
CN(CC(=O)Nc1ccc(Cl)cc1)c1ccc(S(=O)(=O)N2CCCCC2)cc1[N+](=O)[O-],-7.7,-6.6,-8.2,0.3,11.3,2.0,0.6,2.0,-17.8
O=C(NCc1ccc2c(c1)OCO2)c1ccc(Cl)c(S(=O)(=O)NCc2ccccc2)c1,-5.7,25.2,-13.9,1.6,-0.9,2.5,18.2,-10.4,4.9
O=C(O)c1cc(-c2ccc(N3CCOCC3)cc2)nn1-c1ccc(F)cc1F,-3.6,-5.4,-3.2,-0.2,10.5,7.8,-11.4,11.4,-6.9
O=C(CN1CCC(NC(=O)c2ccccc2)CC1)NCc1ccccc1F,-4.4,-3.2,2.6,0.2,-16.1,0.7,25.1,-5.0,12.7
O=C(NC1CCCC1)C1CC(O)CN1C(=O)Nc1ccccc1 (stereo not given),0.1,-21.5,-10.3,0.1,-12.1,3.9,-17.1,-12.4,13.2
Cc1ccc(S(=O)(=O)Nc2ccc(C(=O)N3CCCC3)cc2)c(C)c1NS(C)(=O)=O,-2.6,-6.9,-4.7,0.0,-13.4,-1.8,-2.4,-6.0,12.0
O=C(O)c1ccccc1C(=O)N1CC=C(c2ccccc2)CC1,-4.7,10.5,-9.7,0.2,10.9,15.1,11.9,-4.9,-4.2
O=C(NCc1cc2ccccc2[nH]1)C1CCC(=O)N(CC2CCCCC2)C1 (stereo not given),-4.6,0.4,nt,7.8,-10.1,1.2,18.9,-6.2,5.1
Cc1ccc(/C=N/NC(=O)c2ccncc2)o1,-5.2,-6.7,4.3,0.2,3.3,0.1,14.0,-5.9,-1.8
O=C(NC1CCCCCCC1)c1ccccc1-c1ccccc1,-12.5,-6.9,-8.6,0.3,-7.0,-2.3,14.3,-7.2,3.2

# Screening results as filed in PubChem.
